TTR transcr act – activators of transthyretin transcription; activation, % at 16.7 µM; SH-SY5Y TTR promoter Gaussia luciferase, luminescence; 100% = recombinant luciferase protein wells; actives 1.3% (n = 92,000);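 active means activation above the mean of all tested compounds plus 3 SD, cut at about 9.5% in these data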;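 further: cells exposed to compounds for one day before reading; 0% = median of all test compound wells on the plate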
* hit, by the source's call.

canonical_smiles	TTR transcr act
CC(=O)c1ccc(S(=O)(=O)N2CCN(C(C)=O)CC2)cc1	1.5
Cn1c(=O)c(Oc2ccc(Cl)cc2)c(O)c2ccccc21	-0.8
CCOC(=O)C(Cc1ccnc2ccccc12)=NO	-0.6
COc1ccc(C(=O)OC(COc2ccccc2)Cn2ccnc2)cc1 (stereo not drawn)	-3.6
CC(C)C(NS(=O)(=O)c1ccc2c3c(cccc13)C(=O)N2)C(=O)O (stereo not drawn)	-1.1
CCOC(=O)C1C(=O)NCC1c1ccccc1 (stereo not drawn)	-3.1
CCCN(CC(=O)Nc1ccccc1OC)C(=O)c1ccc2c(c1)NC(=O)C(C)S2 (stereo not drawn)	0.1
CC(=O)Oc1cc2c(cc1OC(C)=O)C(=O)CCCC2	-2.5
O=C1C=C(c2ccccc2)C(=O)N1Nc1ccccc1	-8.1
Cc1cc(NC(=O)CSc2nnnn2-c2ccc(C)c(Cl)c2)no1	-1.0
CCCCCc1ccc(NC(=O)O[C@@H]2CC[C@@]34CCCN3C(=O)CCC[C@H]4C2)cc1	-1.7
CCOC(=O)[C@H]1[C@H]2COc3ccc(Br)cc3[C@@H]2N2C(=O)c3cc(OC)c(OC)cc3NC(=O)[C@@]12C	-1.5
Cn1nc(C(C)(C)C)cc1N1C(=O)CCC1(C)C(=O)Nc1ccc2c(c1)OCCO2 (stereo not drawn)	0.4
C/C(=N\O)c1cccc(Br)c1	0.0
CCCOC(=O)N[C@@H]1C(=O)N2C(C(=O)OCCC)=C(C)CS[C@H]12	-0.5
CCC(c1nnc(SCC(=O)Nc2nnc(-c3ccccc3)o2)o1)N(C)C (stereo not drawn)	-0.9
Cc1cccc(N2CCN(CC(=O)Nc3ccc(-n4cnnn4)cc3)CC2)c1C	-1.1
Cn1c(N)c(C(=O)CSc2ncn[nH]2)c(=O)n(C)c1=O	1.3
CC(C)(C)NC(=O)NC(=O)COC(=O)CNC(=O)c1cccc(F)c1	-2.4
Cc1cc(C)nc(NC(=O)c2c(C(=O)O)noc2C)n1	1.1
Cc1cc(Cl)ccc1NC(=O)CN1CCCC1	0.7
O=C(Cc1ccccc1)NNC(=O)Nc1ccc(Cl)c(Cl)c1	-2.7
COc1ccc(-c2c(NC(=O)c3ccco3)n(-c3ccccc3)nc(C)c2=O)cc1	-1.4
O=C(c1ccc(OC2CCN(Cc3ccccc3OC(F)F)CC2)cc1)N1CCCC1	-1.8
Cc1ccc(CN2CCCOCCS2(=O)=O)cc1	11.7*
CCCc1ncc(C(O)c2cccc(OC)c2)n1C (stereo not drawn)	-0.4
COc1cc(CN(C)Cc2nc3cc(C(F)(F)F)ccc3c(=O)[nH]2)ccc1OC(F)F	-0.8
Cc1ccccc1NC(=O)NC1(C(=O)N2CCCC2)CCCCC1	1.2
COc1ccc(CCNC(=O)COC(=O)/C=C/c2cccs2)cc1OC	-0.3
COc1cccc(NC(=O)c2ccco2)c1	-1.8

The closing 4 compounds of the section before open the next one.
canonical_smiles	TTR transcr act
COc1cc(CN(C)Cc2nc3cc(C(F)(F)F)ccc3c(=O)[nH]2)ccc1OC(F)F	-0.8
Cc1ccccc1NC(=O)NC1(C(=O)N2CCCC2)CCCCC1	1.2
COc1ccc(CCNC(=O)COC(=O)/C=C/c2cccs2)cc1OC	-0.3
COc1cccc(NC(=O)c2ccco2)c1	-1.8
COc1cccc(C(=O)Nc2ccccc2C(=O)N2CCCC2)c1	-1.3
CCOC(=O)c1ccc2ncc(C(=O)OCC)c(Nc3ccc(N4CCOCC4)cc3)c2c1	0.2
CCOC(=O)c1ccc(NC(=O)CCc2nnc3ccc(N4CCN(C)CC4)nn23)cc1	-1.4
CCc1cccc(C)c1NC(=O)CSc1ncn[nH]1	-1.2
CC1CCCCN1CCNC(=O)c1cc2c(-c3ccccc3F)nn(C)c2s1 (stereo not drawn)	4.0
CCc1ccc(C(=O)COC(=O)c2cc([N+](=O)[O-])ccc2NCCO)cc1	-0.6
CCOC(=O)N1CCN(C(=O)C2CCCN(S(=O)(=O)c3cc(C)ccc3OC)C2)CC1 (stereo not drawn)	-1.3
Cc1cccc(C(=O)N(Cc2nc3ccccc3c(=O)[nH]2)C2CCCC2)c1	-3.1
CCc1noc(C)c1C(=O)OCC(=O)N1CCc2ccccc21	1.1
CCCN1CCN(C(=O)C2CCCN(c3ncnc4c3nc3n4CCCCC3)C2)CC1 (stereo not drawn)	1.3
CCCc1nc2ccc(C)cn2c1Cc1ccccc1	2.9
CC(C)CCN1C(=O)c2ccc(C(=O)Nc3cc(C(=O)O)cc(C(=O)O)c3)cc2C1=O	3.8
Cn1c(=O)[nH]c(NCCc2ccc(O)cc2)c([N+](=O)[O-])c1=O	3.6
Cc1ccc(Cl)cc1NC(=O)COC(=O)C1CC1	-1.2
CCCCCCc1cc2cc(C(=O)Nc3ccccc3OC)c(=O)oc2cc1O	3.8
COCCNC(=O)C1CC(=O)N(c2ccc(F)c(Cl)c2)C1 (stereo not drawn)	-0.4
CC1(C)CC(=O)C=C(c2cccc(O)c2)C1	0.6
CC1(C(=O)NS(=O)(=O)c2ccc(Cl)cc2)CCN1C(=O)Cc1cccs1 (stereo not drawn)	-2.2
C/C(=N/NC(=O)c1ccco1)c1ccc(NC(=O)c2ccc(F)cc2)cc1	-0.3
CCC12CC3CC(C1)CC(C(=O)Nc1nn[nH]n1)(C3)C2	0.4
COc1ccc(S(=O)(=O)Nc2cccc(NC(C)=O)c2)cc1	0.3
COc1ccc(Cc2noc(CN3CCCN(Cc4ccc(F)cc4)CC3)n2)cc1OC	-3.0
COc1ccccc1NC(=O)COC(=O)c1ccc([N+](=O)[O-])s1	1.7
COc1ccccc1CNC(=O)C(=O)NCC1OCCN1S(=O)(=O)c1ccccc1 (stereo not drawn)	0.2
CCCNC(=O)C/C(C)=N/NC(=O)C(=O)Nc1ccccn1	-0.7
Cc1nn2c(COc3ccc(NC(=O)c4ccccc4)cc3)nnc2c2ccccc12	0.1
CCOc1ccc(/C=N/Nc2cc(N3CCOCC3)nc(C)n2)c(O)c1	-1.9
C#CCOc1ccccc1CNc1ccccc1	3.1
Fc1cccc(Cc2c(-c3ccc(Cl)cc3)nc3c(Cl)cc(C(F)(F)F)cn23)c1	1.8
CN1CCC(N2CCN(C3CN(Cc4ccc(F)cc4)S(=O)(=O)C3)CC2)CC1 (stereo not drawn)	12.2*
Cn1nc(C(C)(C)C)cc1C(=O)N1CCCC(c2cc(C(=O)NCc3ccccc3)no2)C1 (stereo not drawn)	-2.0
CCNC(=O)C1(C)CCN(C(=O)c2cccc3ccccc23)C1 (stereo not drawn)	1.6
Cc1cc([N+](=O)[O-])nn1CCCC(=O)Nc1cccc(Cl)c1Cl	3.5
Cc1cnc(NC(=O)c2ccccn2)s1	-1.3
COC(=O)c1cc(OC)c(OC)cc1NC(=O)Nc1ccccc1F	0.6
CCCCN1C[C@H](CSC)[C@@H](CC(=O)Nc2ccc(OC)cc2)C1=O	-0.2
CC(=NCCCn1ccnc1)c1c(C)[nH]n(-c2ccc([N+](=O)[O-])cc2)c1=O	-0.8
CCCC(=O)NC(=S)c1c(C)n(C)n(-c2ccccc2)c1=O	0.7
Cc1cccc(C)c1-n1nnnc1C(C1CC1)N1CCN(C/C=C/c2ccccc2)CC1 (stereo not drawn)	-0.9
O=C(CSCc1ccccc1)N/N=C/c1ccc(OCC(=O)N2CCCCC2)cc1	-1.3
CCC(=O)c1ccc(OC(=O)/C=C/c2cc(OC)c(OC)c(OC)c2)cc1	0.6
CN(C(=O)c1ccc(NC(=O)Cc2cccc(NC(=O)C3CCN(C(=O)C4CCCC4)CC3)c2)cc1)C1CC1	-0.5
COC(=O)COc1ccc2c(-c3ccc(OC)cc3)cc(=O)oc2c1	-0.5
O=C(CC1C(=O)NCCN1CC1CCCCC1)NCCCN1CCOCC1 (stereo not drawn)	1.0
COc1ccc(CC(=O)Nc2ccccc2-c2ccccc2)cc1OC	-2.2
COc1ccc(-c2sc3ccccc3c2-c2ccc(OCCN3CCOCC3)cc2)cc1	4.0
COCCNC(=O)CSc1nc2sccc2c(=O)n1-c1ccccc1	0.1
CCCn1c(SCC(=O)NC2CCCC(C)C2C)n[nH]c1=O (stereo not drawn)	-0.7
O=C(CSc1nnc2ccccn12)Nc1ccccc1Cl	0.3
COc1ccc(CCN(Cc2ccccn2)C(=S)Nc2cccc(C)c2)cc1OC	-1.6
CC(Nc1ccc(Br)cc1)C(=O)N/N=C/c1ccccc1OCc1ccccc1 (stereo not drawn)	8.9
COc1ccc(CCNC(=O)Nc2cc(F)c(F)cc2Cl)cc1OC	0.3
COc1ccc(CN2C(=O)CC(Cc3cc(C)cc(C)c3)C2=O)cc1OC (stereo not drawn)	1.8
O=C1c2ccccc2-c2ccccc2NC1O (stereo not drawn)	2.7
CC1CCN(C(=O)c2[nH]cnc2C(=O)N[C@@H](CCCCNC(=O)OC(C)(C)C)C(=O)OC(C)(C)C)CC1	-0.5
Cc1ccccc1SCC(=O)OCC(=O)Nc1sccc1C(N)=O	-1.8
Cc1ccc(NC(=O)O/N=C/c2ccc(F)cc2)cc1	-0.9
CC(C)CC(COCc1ccc([N+](=O)[O-])cc1)N1CCN(C(=O)c2ccc(C(F)(F)F)cc2)CCC1=O (stereo not drawn)	1.6
COC(=O)c1cc(C)ccc1OCc1ccc([N+](=O)[O-])cc1	-0.8
Cc1ccc(SCc2nc(N)nc(Nc3ccccc3C)n2)cc1C	6.1

An excerpt from above in order of their number in TTR transcr act, highest first:
canonical_smiles	TTR transcr act
CCCCN1C[C@H](CSC)[C@@H](CC(=O)Nc2ccc(OC)cc2)C1=O	-0.2
CC1CCN(C(=O)c2[nH]cnc2C(=O)N[C@@H](CCCCNC(=O)OC(C)(C)C)C(=O)OC(C)(C)C)CC1	-0.5
O=C(CSCc1ccccc1)N/N=C/c1ccc(OCC(=O)N2CCCCC2)cc1	-1.3

The list continues:
canonical_smiles	TTR transcr act
Cc1c(NC(=O)C(C)OC(=O)CNC(=O)c2ccccc2)c(=O)n(-c2ccccc2)n1C (stereo not drawn)	-0.3
CCN(CC(=O)Nc1ccc(NC(C)=O)cc1)C(=O)c1sc2nc3n(c(=O)c2c1C)CCC3	-0.1
O=C(Nc1cccc(C(=O)NC2CC2)c1)c1ccccc1	-0.5
CCNc1c(NC(=O)c2ccc3c(c2)OCO3)c(=O)oc2ccccc12	-2.9
CNC(=O)COc1coc(CN2CCN(c3ccccc3)CC2)cc1=O	1.2
CCOC(=O)N1CCN(C(=O)c2cc3c(s2)-c2ccc(Cl)cc2S(=O)(=O)C3)CC1	2.8
O=C1C=CC(=O)C(C2=C3C(=O)N(CCc4ccccc4)CC(=O)N3CCC2)=C1	-4.1
O=C(Cc1ccc(Cl)cc1)NNC(=S)NC(=O)c1cccnc1	3.4
C[C@H](O)[C@@H]1C(=O)N2CCc3ccc(-c4cccc(F)c4)cc3[C@@H]2C[C@@H]1N(C)S(=O)(=O)c1ccccc1	0.7
CCN(CC)c1ccc(NC(=O)c2cccc(C)c2)cc1S(=O)(=O)Nc1ccccc1OC	-1.8
CCOc1ccc(NC(=S)NNC(=O)c2cc(Br)ccc2Cl)cc1	-1.5
CC(=O)c1cc(O)c2ccccc2c1O	0.9
O=C(CCC1CCCCC1)Nc1ccccc1C(=O)N1CCOCC1	-1.8
Cc1oc2c(c1C(=O)Nc1cccc3ccccc13)CCCC2	0.3
CCOc1ccccc1C=C1SC(=S)N(CC)C1=O	1.5
Cc1nn(C)cc1C(C(=O)NC1CCCCC1)N(CCc1ccccc1)C(=O)c1cnccn1 (stereo not drawn)	0.3
CCCCCCOC(=O)Cc1c(C)nc(-c2ccccc2)[nH]c1=O	0.3
N#C/C(=C\c1c(N2CCC(C(N)=O)CC2)nc2ccccn2c1=O)C(=O)NCc1ccco1	0.4
Cc1ccc(/C=N/NC(=O)c2ccccc2OCc2ccc(F)cc2)o1	0.3
CCOC(=O)C(C)Oc1ccc2c(CC)cc(=O)oc2c1C (stereo not drawn)	-3.8
O=C(/C=C/c1cccc(Oc2ccccc2)c1)N1CCOCC1	8.0
COC(=O)c1c(NC(=O)C(=O)NCC2CCCO2)sc2c1CC(C)(C)OC2 (stereo not drawn)	2.8
O=C(NC(=S)Nc1cccc([N+](=O)[O-])c1)c1ccccc1	1.0
COCCN1C(=O)c2oc3cc(C)c(C)cc3c(=O)c2C1c1ccc(O)cc1 (stereo not drawn)	0.4
O=[N+]([O-])c1ccc(OCCO)c(P(=O)(c2ccccc2)c2ccccc2)c1	5.8
C=C(C)c1nc(Oc2ccccc2)nc(Oc2ccccc2)n1	-2.4
O=C(N/C(=C\c1cn(-c2ccccc2)nc1-c1ccc(Cl)cc1)C(=O)N1CCOCC1)c1ccccc1	-0.3
Cc1ccc(NC(=O)CCNS(=O)(=O)c2ccc3c(c2)c(=O)n(C)c(=O)n3C)cc1C	0.0
CC(COc1cccc2ccccc12)CN1CCN(C)CC1 (stereo not drawn)	-0.3
CCOc1cnc(-c2ccc(Cl)cc2)o1	5.7

2 entries picked at random from the list so far:
canonical_smiles	TTR transcr act
COCCN1C(=O)c2oc3cc(C)c(C)cc3c(=O)c2C1c1ccc(O)cc1 (stereo not drawn)	0.4
N#C/C(=C\c1c(N2CCC(C(N)=O)CC2)nc2ccccn2c1=O)C(=O)NCc1ccco1	0.4

Continued.
canonical_smiles	TTR transcr act
CC1CN(C(=O)CS(=O)(=O)Cc2ccccc2)CC(C)O1 (stereo not drawn)	-1.3
CC1(C)O[C@@H]2[C@H](O1)[C@@H](CO)O[C@H]2n1cnc2c(=O)[nH]cnc21	0.1
COc1ccccc1/C=N/Nc1nc(C)cc(C)n1	2.7
CSCCC(NS(=O)(=O)c1ccccc1F)C(=O)NC(C)c1ccccc1 (stereo not drawn)	-0.2
COc1cccc(NS(=O)(=O)c2ccc(OC)c(OC)c2)c1	0.6

Screening results deposited in PubChem by The Scripps Research Institute Molecular Screening Center.

This is a subset; count on the stated rates, not on these rows.
